# Compound activity from PubChem.
# RGS4 inh: human RGS4 inhibition | P49798 | Transcreener GDP fluorescence polarization, RGS4-accelerated GTP hydrolysis | Potency, µM (doses to about 114 µM), without a hit: top-dose activity change, negative = inhibition, hits mostly inhibitors | 0.039% of 390,000 active; note: % is set by controls: 0 for no effect and ±100 for the full control effect; nearly all actives have a fitted effect of over 75% in size; some results filed as inactive show a strong effect at the top dose
# Target sequence (P49798 whole entry, looked up): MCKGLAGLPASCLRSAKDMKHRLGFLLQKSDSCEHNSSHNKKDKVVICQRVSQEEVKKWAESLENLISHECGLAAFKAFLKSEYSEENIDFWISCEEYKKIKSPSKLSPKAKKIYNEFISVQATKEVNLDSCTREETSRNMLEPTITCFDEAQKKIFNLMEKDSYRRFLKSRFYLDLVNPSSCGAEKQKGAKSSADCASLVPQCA
#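 MLSMR compounds (23 nl, pin-transferred) preincubated 10 min at room temperature with a 500nM (2x) first reagent, then RGS4 at 900nM (2x) plus Transcreener GDP mix added; fluorescence polarization (620/688 nm) read before and after 90 min at 30 °C.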
# rTrxR1 inhibitor: rat TrxR1 inhibition. O89049. recombinant rTrxR1, NADPH fluorescence consumption, selenite substrate. Potency, µM (top dose mostly 114 µM), for the others: top-dose activity change, negative = inhibition, usual class: inhibitors. 1% of 390,000 active. AID 588453; note: % is set by controls: 0 for no effect and ±100 for the full control effect; nearly all actives have a fitted effect of over 65% in size
#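 Rat TrxR1 (90 nM in the dispensed reagent) was pre-reduced with 400 uM NADPH for 5 min at room temperature, then incubated with compound for 15 min. After 400 uM selenite was added, NADPH fluorescence (Ex 340/Em 450 nm) was followed for 8 min.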
# Vif-A3G inh: Vif-A3G binding inhibition; Q9HC16; HeLa A3G-eYFP + Vif (tagged APOBEC3G with the HIV-1 protein that degrades it), YFP fluorescence, overnight; Potency, µM (titrated, usually from 46.1 µM), without a hit: at the highest dose activity, negative = active, actives largely listed as inhibitors; 0.076% of 410,000 active; AID 602310;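 note: % is set by controls: 0 for no effect and ±100 for the full control effect; nearly all actives have a fitted effect of over 60% in size; hits raise eYFP signal because A3G escapes Vif-driven loss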
#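 Read-out is eYFP fluorescence (Ex 488/Em 500-530) from Vif-expressing HeLa A3G-eYFP cells; more signal means A3G escaped Vif-mediated degradation. Cells plated overnight, compound pinned in, incubated overnight at 37 deg C.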
# 12-LOX inh: blocks human arachidonate 12S-lipoxygenase. P18054. purified 12hLO, xylenol orange hydroperoxide absorbance. Potency, µM (doses to about 108 µM), inactives show at the top dose activity change, negative = inhibition, most hits filed as inhibitors. 1.1% of 580,000 active. AID 1671190; note: % is set by controls: 0 for no effect and ±100 for the full control effect
#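 Purified human 12hLO (150 nM final) in 25 mM Hepes, 0.01% Triton X-100, pH 7.0 was preincubated 15 min at room temperature with compound. Then 40 uM arachidonic acid was added, 30 min. Hydroperoxide was read by Fe-XO absorbance ratio 573/405 nm.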
# USP1-UAF1 inh: inhibitors of human USP1/UAF1 deubiquitinase; Potency, µM (series often up to 57.1 µM), without a hit: top-dose activity change, negative = inhibition, hits mostly inhibitors; recombinant USP1/UAF1, Ub-Rhodamine cleavage fluorescence; O94782; AID 743255; 0.23% of 390,000 active; note: % is set by controls: 0 for no effect and ±100 for the full control effect; nearly all actives have a fitted effect of over 60% in size; inactives centre near -12
# Target sequence (O94782 whole entry, looked up): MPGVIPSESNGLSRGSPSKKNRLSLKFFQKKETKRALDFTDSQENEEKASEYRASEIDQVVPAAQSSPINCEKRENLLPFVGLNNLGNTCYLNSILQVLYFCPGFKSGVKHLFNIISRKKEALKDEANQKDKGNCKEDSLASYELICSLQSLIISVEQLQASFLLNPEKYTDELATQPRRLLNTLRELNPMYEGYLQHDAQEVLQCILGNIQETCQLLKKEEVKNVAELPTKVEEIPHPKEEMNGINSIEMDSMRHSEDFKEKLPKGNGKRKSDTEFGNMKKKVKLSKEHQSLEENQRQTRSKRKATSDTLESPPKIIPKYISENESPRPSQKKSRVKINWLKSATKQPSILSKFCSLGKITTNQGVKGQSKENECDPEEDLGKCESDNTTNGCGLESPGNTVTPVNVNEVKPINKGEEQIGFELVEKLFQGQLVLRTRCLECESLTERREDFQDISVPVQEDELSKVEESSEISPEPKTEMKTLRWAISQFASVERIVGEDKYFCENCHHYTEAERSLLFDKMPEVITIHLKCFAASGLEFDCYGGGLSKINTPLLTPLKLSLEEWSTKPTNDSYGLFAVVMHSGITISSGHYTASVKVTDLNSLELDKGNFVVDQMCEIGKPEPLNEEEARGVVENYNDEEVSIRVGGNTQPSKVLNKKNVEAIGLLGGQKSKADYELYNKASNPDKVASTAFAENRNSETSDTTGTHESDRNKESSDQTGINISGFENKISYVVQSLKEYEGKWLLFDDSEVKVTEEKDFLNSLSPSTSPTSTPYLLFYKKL
#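 In this screen, compounds sit with the deubiquitinase complex (1nM) for 15 min at room temperature before Ub-Rho is added at 150nM final. Fluorescence rise is then followed for 6 reads every 60 seconds.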
# Vif-APOBEC3F blk: blocks the Vif interaction with APOBEC3F. HeLa A3F-eYFP + Vif (tagged APOBEC3F with the HIV-1 protein that degrades it), YFP fluorescence increase. Potency, µM (series often up to 46.1 µM), without a hit: at the highest dose activity, negative = active. 0.2% of 390,000 active. AID 602313; note: % of control where 0% means no effect; nearly all actives have a fitted effect of over 65% in size
#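 Fluorescence increase (Ex 488/Em 500-530) after overnight compound treatment at 37 deg C flags inhibition of Vif-driven A3F-eYFP loss in stable HeLa A3F-eYFP/Vif cells seeded overnight beforehand.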
# RXFP1 agonist: agonists of human relaxin receptor RXFP1; HEK293T-RXFP1 cAMP TR-FRET, 30 min; response scale: percent of porcine relaxin response, buffer zero; Potency, µM (top dose mostly 57.5 µM), without a hit: top-dose activation, usual class: activators; 0.3% of 370,000 active; note: % is set by controls: 0 for no effect and ±100 for the full control effect; nearly all actives have a fitted effect of over 60% in size; many of its hits are not listed in these tables
#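 HEK293T cells stably expressing RXFP1 were pretreated with the PDE4 inhibitor Ro 20174, exposed to compounds for 30 min at 37C, lysed, and cAMP was read by TR-FRET. Data normalized to buffer (basal) and 29 nM porcine relaxin (100%).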
# TrxR1 substrate: substrates of rat thioredoxin reductase 1. 0.01% of 390,000 active. Potency, µM (series often up to 114 µM), inactives show at the highest dose activity change, negative = substrate turnover. O89049. AID 588456. purified TrxR1 substrate turnover, NADPH consumption readout; note: % is set by controls: 0 for no effect and ±100 for the full control effect; nearly all actives have a fitted effect of over 50% in size
#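 Rat TrxR1, dispensed at 90 nM, was prereduced with 400 uM NADPH (final) for 5 min at ~22 deg C, then incubated with compound 15 min before 400 uM selenite. A first-read NADPH fluorescence drop versus no-compound background flagged substrates.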
# mIDH1 inhibitor: blocks human mutant IDH1 R132H enzyme; IDH1-R132H enzyme, NADPH consumption, diaphorase/resazurin fluorescence; Potency, µM (doses to about 76.6 µM), inactives show at the highest dose activity change, negative = inhibition, most hits filed as inhibitors; 0.093% of 390,000 active; note: % is set by controls: 0 for no effect and ±100 for the full control effect; nearly all actives have a fitted effect of over 65% in size
#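 IDH1-R132H (0.5 ug/mL dispensed) in pH 7.5 Tris buffer was preincubated 30 min with compound, then given a substrate mix of 0.016 mM NADPH and 2 mM alpha-KG for 80 min at room temperature; remaining NADPH was read by diaphorase/resazurin fluorescence.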
# The depositor's hits bear a star; ? = inconclusive; . = no result given; [ ] = remark or other dose. Calls come from the whole dose curve; as a rule, active = well fitted curve in the direction sought with a large enough effect; inconclusive = small, poorly fitted or top-dose-only effect, or another doubt; inactive = no such curve, though single readings can be large; an effect the other way counts as inactive or inconclusive. Potency is the fitted concentration of half-maximal effect.
# Key to letters: A = RGS4 inh; B = rTrxR1 inhibitor; C = Vif-A3G inh; D = 12-LOX inh; E = USP1-UAF1 inh; F = Vif-APOBEC3F blk; G = RXFP1 agonist; H = TrxR1 substrate; I = mIDH1 inhibitor
> CCC(C)NC(=O)C1CCC(=O)N(c2cc(OC)c(OC)c(OC)c2)C1c1ccc(OC)cc1 (stereo not given)
  A = 0%[11.4 µM] | B = 23%[57.1 µM] | C = 0% | D = 9% | E = -16% | F = 0% | G = -0.8% | H = 10%[57.1 µM] | I = 1%

> Cc1cccc(C)c1NC(=S)N/N=C/c1ccccc1C(=O)O
  A = -14%[11.4 µM] | B = -11% | C = -2% | D = 0% | E = -5% | F = -1% | G = -2.0% | H = -3% | I = -10%

> CC(C)(C)n1nnnc1C(c1ccc(F)cc1)N1CCN(Cc2ccc3c(c2)OCO3)CC1 (stereo not given)
  A = -9% | B = 10%[57.1 µM] | C = -10% | D = -14% | E = -5% | F = -4% | G = 1.0% | H = 5%[57.1 µM] | I = 7%

> CCCCC(Br)C(=O)Nc1ccc(S(=O)(=O)Nc2cc(C)nc(C)n2)cc1 (stereo not given)
  A = 1% | B = 4% | C = -2% | D = ? | E = -9% | F = -15% | G = 2.1% | H = 1% | I = -3%

> CCOC(=O)c1ccc(NC(=O)COc2ccc(S(=O)(=O)NC(C)(C)C)cc2)cc1
  A = 9% | B = -4%[57.1 µM] | C = 0% | D = 6% | E = -12% | F = 2% | G = -5.4% | H = -10% | I = 3%

> CCn1c(=O)c(=O)n(CC)c2cc(N3CCCCC3)c(NC(=O)c3cccc(OC)c3)cc21
  A = 13% | B = 1% | C = 0% | D = -23% | E = 7% | F = -1% | G = 18% | H = 5% | I = -14%

> Cc1ccc(C)n1-n1cnc2sc3c(c2c1=O)CCC3
  A = -23% | B = 2% | C = 1% | D = -3% | E = -3% | F = 2% | G = 1.3% | H = -5% | I = 0%

> COc1ccc(C(CNC(=O)CNC(=O)c2ccccc2)N2CCCC2)cc1 (stereo not given)
  A = 16% | B = 2% | C = -4% | D = 67%[activator] | E = -14% | F = 5% | G = 1.2% | H = -1% | I = -14%

> O=C(CCN1C(=O)S/C(=C\c2ccccc2)C1=O)Nc1ccc(O)cc1C(=O)O
  A = 14% | B = -10% | C = 0% | D = 37%[activator] | E = -17% | F = 1% | G = -3.6% | H = -12% | I = 1%

> Cc1cc(NC(=O)c2cnn3cccnc23)no1
  A = 12% | B = 21% | C = 2% | D = 6%[57.4 µM] | E = 1% | F = -5% | G = 0.7% | H = 8% | I = 4%

> Cc1ccc(C(=O)OCC(=O)Nc2cc(C(C)(C)C)nn2-c2ccccc2)c(O)c1
  A = 18% | B = -8% | C = 0% | D = -17% | E = -8% | F = 2% | G = -1.1% | H = -7% | I = 1%

> CCOC(=O)c1cnc2ccccc2c1NCCO
  A = -7%[11.4 µM] | B = -6%[57.1 µM] | C = -6% | D = 25% | E = -1% | F = -1% | G = 11% | H = -11% | I = 0%

> Cc1ccc(-c2nnc3cccc(Cl)n23)cc1
  A = 18% | B = 20%[57.1 µM] | C = 3% | D = 0% | E = -38% | F = 0% | G = 4.1% | H = 10%[57.1 µM] | I = -1%

> Cc1nc(SCC(=O)N2CCCCCC2)c2c(=O)n(C)c(=O)n(CC(C)C)c2n1
  A = 2% | B = -1% | C = 7% | D = ? | E = -13% | F = -2% | G = . | H = 1% | I = 5%

> Cc1ccn2c(=O)c(NC(=O)c3cccc([N+](=O)[O-])c3C)c(C)nc2c1
  A = 32% | B = -7%[57.1 µM] | C = -17% | D = -26% | E = -21% | F = 3% | G = ? | H = -8%[57.1 µM] | I = 49%[activator]

> O=C(NCc1ccc(-c2csnn2)cc1)C1CC1
  A = 2% | B = 16% | C = 0% | D = 95%[activator] | E = -18% | F = 6% | G = 0.0% | H = 9% | I = 6%

> COc1ccc(NC(=O)CSCC(=O)N2c3ccccc3CCc3ccccc32)cc1
  A = -1% | B = 19% | C = 1% | D = 1% | E = -7% | F = -12% | G = -1.5% | H = -1% | I = -1%

> CCN(C(=O)COC(=O)[C@H](C)N=C1NS(=O)(=O)c2ccccc21)C1CCS(=O)(=O)C1 (stereo not given in full)
  A = -16% | B = -14% | C = 0% | D = 1% | E = 3% | F = -2% | G = 0.6% | H = -11% | I = 6%

> O=C1CCCC2=C1C(c1ccc(O)cc1)c1c(ccc3ccccc13)N2 (stereo not given)
  A = -22% | B = -4%[57.1 µM] | C = -17% | D = ? | E = -14% | F = 5% | G = 0.6% | H = 47%[activator][57.1 µM] | I = -1%

> O=C(c1cnn2c(C(F)(F)F)cc(-c3cccs3)nc12)N1CCOCC1
  A = -13% | B = -5%[57.1 µM] | C = 0% | D = -5% | E = -18% | F = 2% | G = 0.6% | H = 4%[57.1 µM] | I = -3%

> COc1ccc(CNC(=O)Cc2c[nH]c3ccccc23)cc1OC
  A = 16% | B = 14% | C = -1% | D = 1% | E = -21% | F = 5% | G = 2.2% | H = 2% | I = 17%

> CC(C)CCOc1ccc(Cn2c(=O)oc3ccccc32)cc1
  A = -7% | B = 5% | C = 4% | D = -2% | E = 11% | F = -4% | G = -0.3% | H = 4% | I = -7%

> COc1ccc(CNC(=O)c2cc(-c3cccs3)on2)cc1
  A = 6% | B = 0% | C = -1% | D = -2% | E = -2% | F = -3% | G = 0.7% | H = 0% | I = -1%

> CC(C)NC(=S)N/N=C/c1ccc2c(c1)OCCO2
  A = -15% | B = -9% | C = -11% | D = ? | E = -17% | F = -19% | G = -0.4% | H = -6% | I = 8%

> CCOC(=O)c1ccccc1NC(=O)Cc1ccccc1OC
  A = 5% | B = 13% | C = 0% | D = 0% | E = -1% | F = -5% | G = -0.4% | H = 0% | I = 3%

> Cn1c(=O)[nH]c(=O)c2c1nc1n2CCCS1
  A = -16% | B = 5%[57.1 µM] | C = -4% | D = 17% | E = -11% | F = 1% | G = 5.0% | H = 0%[57.1 µM] | I = -2%

> CS(=O)(=O)N1CCN(c2ccc(NC(=S)NC(=O)c3cccs3)cc2)CC1
  A = 23%[56.9 µM] | B = 28% | C = 0% | D = 1% | E = -6% | F = -5% | G = -1.4% | H = 2% | I = 0%

> CC(C)COc1ccc(C(=O)Nc2nnc(S(=O)(=O)N(C)Cc3ccco3)s2)cc1
  A = -17% | B = 11% | C = 8% | D = -20% | E = -15% | F = 0% | G = -0.5% | H = 12%[11.4 µM] | I = 0%

> CCN1CCCC1CN(Cc1cc2ccc(C)cc2[nH]c1=O)C(=S)Nc1ccccc1OC (stereo not given)
  A = -31% | B = -9% | C = 3% | D = -17% | E = -16% | F = 6% | G = 0.5% | H = -4% | I = 7%

> CCN(CC(=O)Nc1ccc(NC(C)=O)cc1)C(=O)/C=C/c1ccc(S(=O)(=O)N2CCCCCC2)cc1
  A = -9% | B = 8% | C = -26% | D = 1% | E = -11% | F = 2% | G = -0.2% | H = -2% | I = -3%

# The last five records of the section before come first, to join the parts:
# Key to letters: A = RGS4 inh; B = rTrxR1 inhibitor; C = Vif-A3G inh; D = 12-LOX inh; E = USP1-UAF1 inh; F = Vif-APOBEC3F blk; G = RXFP1 agonist; H = TrxR1 substrate; I = mIDH1 inhibitor
> Cn1c(=O)[nH]c(=O)c2c1nc1n2CCCS1
  A = -16% | B = 5%[57.1 µM] | C = -4% | D = 17% | E = -11% | F = 1% | G = 5.0% | H = 0%[57.1 µM] | I = -2%

> CS(=O)(=O)N1CCN(c2ccc(NC(=S)NC(=O)c3cccs3)cc2)CC1
  A = 23%[56.9 µM] | B = 28% | C = 0% | D = 1% | E = -6% | F = -5% | G = -1.4% | H = 2% | I = 0%

> CC(C)COc1ccc(C(=O)Nc2nnc(S(=O)(=O)N(C)Cc3ccco3)s2)cc1
  A = -17% | B = 11% | C = 8% | D = -20% | E = -15% | F = 0% | G = -0.5% | H = 12%[11.4 µM] | I = 0%

> CCN1CCCC1CN(Cc1cc2ccc(C)cc2[nH]c1=O)C(=S)Nc1ccccc1OC (stereo not given)
  A = -31% | B = -9% | C = 3% | D = -17% | E = -16% | F = 6% | G = 0.5% | H = -4% | I = 7%

> CCN(CC(=O)Nc1ccc(NC(C)=O)cc1)C(=O)/C=C/c1ccc(S(=O)(=O)N2CCCCCC2)cc1
  A = -9% | B = 8% | C = -26% | D = 1% | E = -11% | F = 2% | G = -0.2% | H = -2% | I = -3%

> COc1cc(OC)c(NC(=O)Cc2ccc(-n3c(C)nc4cccnc43)cc2)cc1Cl
  A = -5% | B = 3% | C = 1% | D = -1% | E = ? | F = 4% | G = 0.9% | H = -1% | I = -1%

> Cc1ccc(-c2csc(NC(=O)CN3CCC(C(N)=O)CC3)n2)cc1
  A = -37% | B = 2%[57.1 µM] | C = -6% | D = -28% | E = -8% | F = 7% | G = 0.1% | H = -6%[57.1 µM] | I = 8%

> CCN(C=NC1=NN(c2cccc(C(F)(F)F)c2)CC1)CC
  A = -7% | B = -18% | C = -5% | D = ? | E = 1% | F = -9% | G = 2.7% | H = -9% | I = 9%

> Cc1c(/C=N/NC(=O)COc2ccccc2[N+](=O)[O-])c2ccccc2n1C
  A = -18% | B = 18% | C = -20% | D = -2% | E = -22% | F = -2% | G = 2.0% | H = -3% | I = 4%

> CCN1CC(C)(C)N(C(=O)c2ccccc2)CC1(C)C
  A = -17% | B = 10%[11.4 µM] | C = 0% | D = 1% | E = -15% | F = 0% | G = . | H = 6%[11.4 µM] | I = 3%

# Only part of the results is shown; count on the stated rates, not on these rows.
